High-throughput results from PubChem BioAssay.
B2AR arrestin: recruits beta-arrestin to the human beta2-adrenergic receptor. beta-arrestin recruitment to beta2AR, cell-based reporter. Potency, µM (highest dose often 46.1 µM), without a hit: at the top dose activation, actives largely listed as activators. 330,000 compounds, 0.02% hits. AID 492947;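 further: potency means the concentration at half of the fitted maximal effect; 0% = DMSO controls and full agonism = EC100 isoproterenol or metaproterenol; nearly all actives have a fitted effect of over 65% in size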
GALK inhibitor: blocks human galactokinase activity | P51570 | Purified GALK, Kinase-Glo residual ATP luminescence | Potency, µM (doses to about 57.5 µM), for inactives: at the top dose activity change, negative = inhibition, hits mostly inhibitors | 270,000 compounds, 0.007% hits; further: potency means the concentration at half of the fitted maximal effect; on the % scale 0 is the no-effect control and ±100 the full control effect
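GALK at 5 nM final was combined with compound, 35 uM ATP and 100 uM galactose in HEPES pH8.0 with MgCl2 and DTT. The reaction ran one hour at room temperature before luminescent ATP detection.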
CXXC DNA block: blocks binding of human MLL CXXC domain to DNA; Q03164; MLL-CXXC / FITC-HOXA9 DNA fluorescence polarization; Potency, µM (highest dose often 115 µM), inactives show at the top dose activity change, negative = inhibition, actives largely listed as inhibitors; 290,000 compounds, 0.037% hits; active means well fitted inhibition curve with a large enough effect in the polarisation, with a control signal flat, not every such curve was filed as active; inconclusive means small, poorly fitted or top-dose-only effect, or effect the other way, or a change in a side signal; inactive means no such curve, though single readings can be large or run the other way; the % refers to the polarisation; further: potency means the concentration at half of the fitted maximal effect
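Purified MLL-CXXC (added from a 7 uM solution) was preincubated 5 min at ambient with pinned compounds in 50 mM Tris-HCl pH 7.5, 50 mM NaCl, 1 mM DTT, 0.05% BSA. Fluorescein-labeled HOX-A9 DNA (50 nM solution) followed, 30 min, then polarization read.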
Coupling enz: coupling enzyme interference in Giardia aldolase counter-screen; coupling enzyme system counterscreen, AmpLite Red fluorescence; activity change, negative = inhibition, % at 58.2 µM, hits read low; 290,000 compounds, 0.67% hits; in the data active means activity change below about -30%; further: on the % scale 0 is the no-effect control and ±100 the full control effect
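Final compound at 57.5 uM, incubated 10 min at RT with coupling enzyme reagent (glyceraldehyde-3-phosphate), then 20 min with substrate and AmpLite Red detection. Fluorescence read at 525/598 nm; tests interference with the coupling assay, not aldolase inhibition.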
Menin-MLL TR inh: menin-MLL binding inhibition, Texas Red mutant peptide; O00255; Menin + Texas Red MLL mutant peptide, fluorescence polarization; Potency, µM (titrated, usually from 61.6 µM), for the others: at the top dose FP activity change, negative = inhibition, hits mostly inhibitors; 270,000 compounds, 0.23% hits; AID 1768; active means well fitted inhibition curve with a large enough effect in the polarisation, with a control signal flat, not every such curve was filed as active; inconclusive means small, poorly fitted or top-dose-only effect, or effect the other way, or a change in a side signal; inactive means no such curve, though single readings can be large or run the other way; the % refers to the polarisation; further: potency means the concentration at half of the fitted maximal effect; % of control where 0% means no effect; many of its hits are not listed in these tables
KCNH2 3.1 inh: KCNH2 3.1 (human) potassium channel inhibition | U2OS KCNH2 3.1, thallium flux FluxOr; active compounds read low | activity change, % (tested at about 1.8 µM) | 340,000 compounds, 0.95% hits | AID 720553;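 active means maximum activity change below -70%; inconclusive means maximum activity change from -70% to -50%; inactive means maximum activity change above -50%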;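 further: thallium influx rate constant from kinetic fluorescence after stimulation buffer; on the % scale 0 is the no-effect control and ±100 the full control effect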
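FluxOr-based Tl+ influx in U2OS cells transduced with KCNH2 3.1 virus; rate constants normalized to DMSO controls.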
USP2a block: inhibitors of human ubiquitin-specific protease USP2a; O75604; 330,000 compounds, 0.01% hits; USP2 core, Ub-CHOP2 coupled fluorogenic reporter, 485/531; Potency, µM (doses to about 38.3 µM), for the others: top-dose activity change, negative = inhibition, usual class: inhibitors;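 further: potency means the concentration at half of the fitted maximal effect; plate controls were DMSO wells for no effect and full inhibition by NEM control for full effect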
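USP2 core (10nM final) preincubated 30min RT with compound in 20mM Tris-HCl pH 8.0, 2mM CaCl2, 2mM beta-mercaptoethanol, 0.05% CHAPS; 25nM Ub-CHOP2 plus 25nM reporter substrate added, fluorescence (Ex485/Em531) read after 60min.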
TRPV1 agonist: human TRPV1 agonism | TRPV1-expressing cells, Fluo-8 calcium influx, agonist mode | activation, % at 8.33 µM | 320,000 compounds, 0.19% hits | AID 540275; in the data active means activation above about 80%; inconclusive means between about 30% and that limit; further: 0% is about no effect
Target sequence (Q8NER1 whole entry, looked up): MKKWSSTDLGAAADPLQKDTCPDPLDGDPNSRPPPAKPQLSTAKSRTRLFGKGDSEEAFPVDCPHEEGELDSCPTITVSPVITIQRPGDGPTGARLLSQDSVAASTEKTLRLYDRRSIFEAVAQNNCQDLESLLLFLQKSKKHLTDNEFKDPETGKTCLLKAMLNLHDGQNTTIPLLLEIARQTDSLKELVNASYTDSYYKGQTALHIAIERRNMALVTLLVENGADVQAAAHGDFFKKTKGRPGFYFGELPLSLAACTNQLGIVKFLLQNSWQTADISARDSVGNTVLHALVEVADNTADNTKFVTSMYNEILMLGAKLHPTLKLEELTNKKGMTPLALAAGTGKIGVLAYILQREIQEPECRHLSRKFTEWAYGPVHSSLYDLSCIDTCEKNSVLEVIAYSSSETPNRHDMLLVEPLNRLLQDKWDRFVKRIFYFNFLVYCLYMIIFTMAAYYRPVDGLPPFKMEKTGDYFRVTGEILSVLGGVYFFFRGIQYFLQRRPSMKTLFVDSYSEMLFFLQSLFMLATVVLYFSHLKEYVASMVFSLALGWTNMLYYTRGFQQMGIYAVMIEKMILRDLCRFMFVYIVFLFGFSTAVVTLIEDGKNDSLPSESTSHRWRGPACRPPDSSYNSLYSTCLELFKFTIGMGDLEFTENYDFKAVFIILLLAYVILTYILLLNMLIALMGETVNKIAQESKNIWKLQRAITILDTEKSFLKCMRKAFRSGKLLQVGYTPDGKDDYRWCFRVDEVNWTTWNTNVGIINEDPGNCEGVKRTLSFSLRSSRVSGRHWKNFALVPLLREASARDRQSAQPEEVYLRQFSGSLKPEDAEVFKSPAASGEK
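Cells expressing TRPV1 were dye-loaded with Fluo-8 and read kinetically: 10 s baseline, 3 min after compound (agonist portion), then 2 min after EC20 capsaicin (allosteric enhancer portion). Calcium-bound dye fluorescence at 480/520 nm.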
PKM2 activator: activators of human pyruvate kinase M2; P14618; purified PKM2, Kinase-Glo ATP luminescence, activation; response scale: 0% is enzyme alone, no compound; Potency, µM (top dose mostly 57.5 µM), without a hit: top-dose activation, most hits filed as activators; 260,000 compounds, 0.34% hits; further: potency means the concentration at half of the fitted maximal effect; on the % scale 0 is the no-effect control and ±100 the full control effect; nearly all actives have a fitted effect of over 55% in size
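hPK-M2, >95% pure; 0.1 mM ADP / 0.5 mM PEP final; imidazole pH7.2 buffer w/ 7 mM MgCl2, 50 mM KCl; 1 h RT; Kinase-Glo lum. Intermediate enzyme activity for dual inhibitor/activator qHTS.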
hERG WT inh: blocks the wildtype human KCNH2 potassium channel. Q12809. U2OS, BacMam KCNH2, thallium flux FluxOr; active compounds read low. activity change, % at 1.84 µM. 340,000 compounds, 0.37% hits. AID 720551;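 active means maximum activity change below -70%; inconclusive means maximum activity change between -70% and -50%; inactive means maximum activity change above -50%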; further: on the % scale 0 is the no-effect control and ±100 the full control effect
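U2OS cells transduced with wild-type KCNH2 virus are loaded with FluxOr dye for 45 min, and thallium flux is measured in kinetic reads before and after stimulation buffer. Rate constants are normalized to DMSO controls.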
Giardia killer: kills Giardia lamblia; Giardia lamblia trophozoite viability; activity change, % at 7.66 µM, hits read low; 340,000 compounds, 0.15% hits; AID 540267; in the data active means activity change below about -80%; inconclusive means between about -30% and that limit;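 further: parasites exposed to compound for two days anaerobically before the ATP read; on the % scale 0 is the no-effect control and ±100 the full control effect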
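ATP-content bioluminescence gauges trophozoite survival. Cells (100/well) receive compound and incubate anaerobically for 48 hrs at 37 deg C; detection reagent follows for 15-30 min at room temperature.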
Active calls of the source: *; ? = inconclusive; · = not tested or not shown; & = joins results of further samples; [ ] = dose if it differs, or a comment. Unless noted, the call rests on the fitted dose curve; in most records, active means well fitted curve in the direction sought with a large enough effect; inconclusive means small, poorly fitted or top-dose-only effect, or another doubt; inactive means no such curve, though single readings can be large; an effect the other way counts as inactive or inconclusive. Only part of the results is shown. The share of hits here may be higher or lower than overall.

SMILES	B2AR arrestin	GALK inhibitor	CXXC DNA block	Coupling enz	Menin-MLL TR inh	KCNH2 3.1 inh	USP2a block	TRPV1 agonist	PKM2 activator	hERG WT inh	Giardia killer
CC1=CCC2C(=O)N(c3cccc(C(=O)Nc4ccc(Cl)cc4)c3)C(=O)C2C1 (stereo not given)	-0.6%	-1%	-4%	-2	?	-6	-1%	?	-12%	5	-12
CC(=O)CCSc1ncnc2sc(-c3ccccc3)cc12	0.1%	-4%	19%	·	·	9	0%	-2	17%	-9	-6
CCCNS(=O)(=O)c1ccc(CCC(=O)N2CCC(C)CC2)cc1	-0.2%	2%	6%	3	6%	-26	1%	21	1%	14	18
Cc1cc(-c2nnc(SCC(=O)Nc3nccs3)o2)no1	3.6%	-1%	3%	-2	·	-2	9%	-1	16µM*	0	-15
N#Cc1ccc(-c2csc(NC3=NCCCCC3)n2)cc1	-0.4%	1%	-27%	-1	-3%	11	3%	?	5%	10	8
COc1cccc(NC(=O)[C@H](C)NC(=O)C2CCN(S(=O)(=O)c3ccc(C)cc3)CC2)c1	0.1%	0%	-5%	0	·	6	-1%	1	0%	1	10
O=C(COc1ccc(Cl)cc1)NCC(=O)N1CCC2(CC1)NCCc1[nH]cnc12	0.1%	-3%	9%	·	·	3	-6%	-2	·	-14	0
C/C(=N\NC(=O)c1cc(Br)ccc1O)c1ccccn1	0.5%	2%	-15%	1	?	5	0%	-4	2%	-3	10
Cc1cc(NC(=O)C2CCCN2C(=O)Nc2cccc(Cl)c2)ccc1-n1cnnn1 (stereo not given)	0.1%	0%	-12%	-3	-12%	-8	0%	12	1%	-3	-8
CCc1ccccc1NC(=O)c1cnc2n(c1=O)CCS2	5.8%	-1%	7%	1	-17%	0	3%	-2	1%	25	8
CCc1ccc(NC(=O)c2n[nH]c(=O)c3ccccc23)cc1	-0.8%	-4%	-3%	0	·	-9	11%	·	2%	1	17
O=C(CCc1ccccc1)Nc1cc(Cl)ccc1O	0.2%	-3%	14%	-1	·	-4	2%	25	1%	-4	-7
O=C(Nc1ccc(N2CCOCC2)cc1)C1CCN(S(=O)(=O)c2ccc3c(c2)OCCO3)CC1	-0.3%	4%	-3%	0	1%	12	-3%	1	-2%	1	24
COc1ccc(OCC(=O)N2CCC(n3nccc3NC(=O)C3CC3)CC2)cc1	-0.6%	1%	4%	2	-1%	11	2%	-1	·	-5	6
O=C(CSc1ccc(F)cc1)Nc1ccc(Br)cc1	-0.4%	0%	-6%	2	7%	-8	10%	?	4%	20	-18
O=C(O)CSc1nnc(-c2ccc(Cl)cc2Cl)n1-c1ccccc1	-0.1%	0%	-17%	1	-3%	5	1%	1	-1%	-3	0
CCC(C)(C)n1nnnc1C(c1ccccc1)N1CCN(C2CCCC2)CC1 (stereo not given)	0.2%	0%	3%	-8	-6%	-26	0%	3	-17%	12	4
COc1cc(C=O)ccc1Oc1nnnn1-c1ccc(C(N)=O)cc1	-0.3%	2%	1%	1	-5%	-15	4%	0	6%	-11	24
O=C(COc1ccc(Br)cc1Br)NNC(=O)c1cccs1	-0.1%	18%	-3%	3	-8%	11	-5%	-1	-7%	33	-20
c1cncc(Nc2c3ccccc3nc3ccccc23)c1	0.1%	1%	32%[activator]	0	-21%	2	1%	9	·	11	1
CCC(=O)c1ccc(OCC(O)CN2CCN(C(c3ccccc3)c3ccccc3)CC2)cc1 (stereo not given)	-0.6%	-3%	23%	2	?	-98*	1%	4	-4%	-88*	1
O=C(CN1C(=O)C2CCCCC2C1=O)Nc1ccc(OC(F)F)c(Cl)c1 (stereo not given)	-0.1%	·	·	·	·	-1	0%	-1	·	0	-5
COc1ccc(CN(Cc2nc3ccccc3c(=O)[nH]2)C(=O)c2ccco2)cc1	0.4%	0%	-2%	0	1%	-17	0%	6	-1%	-4	-5
CC(C)N(C)CCOC(=O)c1ccccc1Cl	0.0%	-3%	-1%	1	-13%	-5	2%	2	-3%	2	10
CN(C)/C=N/c1nccc(-c2cccs2)n1	1.6%	3%	-5%	0	1%	-2	0%	1	-1%	-3	9
O=C(/C=C/c1cccnc1)c1cccc(O)c1	-0.9%	-2%	19%	1	5%	8	?	3	·	7	2
Cc1cc(C(=O)NNc2ccc(C)c(C)c2)no1	-0.2%	-4%	0%	-3	·	-13	0%	·	16%	-16	-16
Cc1ccc(N2C(=O)c3ccccc3C2O)nc1 (stereo not given)	0.0%	11%	12%	1	-1%	·	4%	3	-70%	·	·
O=C(Nc1cccc(S(=O)(=O)N2CCCCC2)c1)c1ccc(N2CCCC2=O)cc1	-0.3%	·	·	·	·	5	2%	2	·	-1	-24
CC1/C(=C\c2ccc(Cl)cc2)C(=O)C2CC1C2(C)C (stereo not given)	-0.2%	-4%	13%	2	-8%	-15	-8%	19	-4%	-12	3
CN(Cc1nccn1C)C(=O)CC1C(=O)NCCN1Cc1cccc(Oc2ccccc2)c1 (stereo not given)	-0.6%	0%	-2%	-3	-23%	-6	-1%	1	1%	-4	1
CCOC(=O)c1c(CN2CCN(C)CC2)n(C)c2cc(Br)c(OC)cc12	-0.6%	0%	107%[activator]	-4	-23%	-22	1%	-1	-4%	5	12
CC(=O)NS(=O)(=O)c1ccc(NC(=O)c2ccc(S(=O)(=O)N3CCCC3)cc2)cc1	-1.1%	·	·	·	·	7	-1%	-2	·	-2	10
C/C(=N\NC(=O)c1cc2c(s1)CCC(C)C2)c1ccc[nH]1 (stereo not given)	0.1%	·	·	·	·	12	-2%	?	·	17	-14
O=C(CNC(=O)c1ccc2c(c1)OCO2)N/N=C(Br)/C=C/c1ccccc1	?	-1%	40%[activator]	1	-12%	-8	0%	-1	-2%	-4	-17
Cn1cc(CN2CCN(c3ccccc3)CC2)c2ccccc21	0.2%	3%	-4%	3	5%	-34	-1%	-1	0%	23	-1
CCOC(=O)c1c(C)[nH]c(=S)c(C#N)c1-c1ccccc1	-0.3%	1%	8%	-8	0%	0	1%	-2	-1%	-2	-11
Cc1cc(C)cc(NC(=O)CN2CCN(C(=O)c3cccs3)CC2)c1	-0.6%	·	·	·	·	6	2%	·	·	8	-1
CC(/C=C/c1ccc(N(C)C)cc1)=N\N=C(/N)SC1CC(=O)N(c2ccc(C(=O)O)cc2)C1=O (stereo not given)	10%	-3%	?	2	?	-8	?	?	0%	-5	-12
NC(=O)COC(=O)c1cc(=O)[nH]c2ccc(S(=O)(=O)Nc3ccc(F)cc3)cc12	-0.2%	-2%	-1%	-1	7%	3	0%	-1	?	-8	6
CCN(CC)CCCN(C)C(=O)Cn1nc(Cc2ccncc2)c2ccccc2c1=O	0.0%	9%	0%	1	-1%	-3	-1%	2	·	5	21
Cc1ccc(S(=O)(=O)N(C)C[C@@H]2Oc3c(NS(C)(=O)=O)cccc3C(=O)N([C@H](C)CO)C[C@@H]2C)cc1	0.5%	·	·	·	·	14	2%	·	·	5	?
COC(=O)[C@@]1(Cc2ccc(F)cc2)[C@H]2c3cc(C(=O)N(C)C)n(CCSCCO)c3C[C@H]2CN1C(=O)c1ccccc1	0.4%	·	14%	-2&0	-11%&-26%	-10	1%	1	0%&2%	12	28
O=C(O)CCC(=O)N(Cc1cccnc1)Cc1cccc(F)c1	-0.5%	1%	3%	10	-1%	9	0%	3	?	24	-13
CCn1c(-c2ccc(C)cc2)n[nH]c1=S	-1.7%	0%	16%	2	·	29	0%	-4	3%	-6	-23
CCc1cc(Br)ccc1N1C(=O)C2CC=CCC2C1=O (stereo not given)	-0.5%	1%	-1%	-5	23%	23	-3%	3	-18%	-6	4
O=C(O)c1cccc(N2C(=S)N=C(Nc3ccccc3)C23CCCCC3)c1	-0.9%	-3%	5%	7	1%	-7	1%	0	-5%	-5	-1
Cc1oc2nc(SCCCC(=O)NCCCO)nc(N)c2c1C	-0.2%	1%	2%	1	20%	3	1%	-4	7%	1	5
Cc1cc(C(=O)N/N=C/c2c(C)[nH]n(-c3ccccc3)c2=O)n[nH]1	0.0%	1%	7%	-1	?	4	-1%	2	-2%	8	-13
CCN(CC)S(=O)(=O)c1ccc(N2CCOCC2)c(NC(=O)c2ccccc2F)c1	0.3%	-2%	0%	0	-22%	13	-2%	20	-6%	-8	-22
CC1CCCN(C(=O)CCNC(=O)c2ccccc2Cl)C1 (stereo not given)	0.1%	-1%	-2%	·	·	-11	0%	1	-3%	-7	19
Cc1nc(C)c(C(=O)O)c(-c2cccs2)c1C(=O)O	0.1%	-2%	-2%	1	·	-28	3%	-3	-4%	2	14
